Screening data: PubChem BioAssay, National Center for Advancing Translational Sciences (NCATS)
Mm-Cpn inhibitor – inhibitors of Methanococcus maripaludis chaperonin (MmCpn). purified Mm-Cpn ATPase, ADP Transcreener TR-FRET. Potency, µM (highest dose often 76.9 µM), for inactives: at the highest dose activity, negative = inhibition, actives largely listed as inhibitors. actives 0.031% (n = 330,000); note: potency is the fitted concentration of half-maximal effect; % is set by controls: 0 for no effect and ±100 for the full control effect; nearly all actives have a fitted effect of over 80% in size
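Compound-treated chaperonin, 25 nM final, turns over 10 uM ATP at 37°C for 30 min following a 10 min preincubation; ADP generated competes with ADP-d2 for Eu-cryptate antibody, lowering FRET.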
PTHR1 ag – activates the human parathyroid hormone receptor PTHR1; Q03431; HEK293 GP2 PTHR1 cells, GloSensor cAMP luminescence, 1 h; Potency, µM (top dose mostly 115 µM), for the others: at the highest dose activation, hits mostly activators; actives 0.075% (n = 410,000); AID 743266; note: potency is the fitted concentration of half-maximal effect; nearly all actives have a fitted effect of over 55% in size; some results filed as inactive show a strong effect at the top dose; inactives centre near -15; many of its hits are not listed in these tables
Target sequence (Q03431 whole entry, looked up): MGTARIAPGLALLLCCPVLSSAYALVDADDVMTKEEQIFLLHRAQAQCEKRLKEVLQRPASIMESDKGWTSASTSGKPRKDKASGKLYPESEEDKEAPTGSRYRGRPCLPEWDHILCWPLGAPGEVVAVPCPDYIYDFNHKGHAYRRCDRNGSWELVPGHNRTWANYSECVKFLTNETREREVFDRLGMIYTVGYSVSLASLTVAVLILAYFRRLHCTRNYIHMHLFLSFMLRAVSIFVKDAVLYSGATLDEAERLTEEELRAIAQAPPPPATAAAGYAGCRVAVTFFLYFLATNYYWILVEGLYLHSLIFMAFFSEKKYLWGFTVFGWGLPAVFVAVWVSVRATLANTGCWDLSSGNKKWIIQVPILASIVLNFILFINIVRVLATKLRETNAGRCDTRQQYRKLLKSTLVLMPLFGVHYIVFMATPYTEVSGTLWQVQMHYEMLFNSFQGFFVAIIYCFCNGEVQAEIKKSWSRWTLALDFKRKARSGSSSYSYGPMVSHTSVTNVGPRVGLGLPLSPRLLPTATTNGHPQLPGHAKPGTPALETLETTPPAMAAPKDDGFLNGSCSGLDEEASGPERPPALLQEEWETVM
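HEK-293-derived GP2 cells expressing PTHR1 and a GloSensor cAMP reporter, 3,000/well, plated overnight, given luciferin plus IBMX (each 0.5 mM as added) for 1 h at 37 °C, then compound for 1 h at 37 °C. Luminescence was read after 15 min at room temperature.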
FUS yeast rescue – rescues growth of FUS-expressing yeast; S. cerevisiae FUS-expressing, growth rescue, OD600, 24 h; Potency, µM (top dose mostly 76.6 µM), for the others: at the highest dose growth rescue (activation), hits mostly activators; actives 0.24% (n = 390,000);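 note: potency is the fitted concentration of half-maximal effect; plate controls were DMSO vehicle for no effect and reference control for full effect; nearly all actives have a fitted effect of over 55% in size; some results filed as inactive show a strong effect at the top dose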
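FUS-expressing yeast, raffinose-pregrown, induced in 2% galactose minimal medium at OD 0.005; compounds in a dilution series, 24hr at 30C. Growth restoration read as absorbance at 600 nm. CP55940 positive control, DMSO negative.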
Abeta yeast res – compounds reversing amyloid beta toxicity in yeast. Potency, µM (top dose mostly 46.1 µM), without a hit: top-dose growth rescue, usual class: activators. actives 0.063% (n = 410,000). AID 1347071. yeast expressing A-beta42, growth rescue, OD600, 48 h; response scale: 0% DMSO, 100% iron-clioquinol control; note: potency is the fitted concentration of half-maximal effect; nearly all actives have a fitted effect of over 55% in size
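Growth rescue measured by 600 nm absorbance after 48 h yeast culture at 30 C with compound. Values normalized between DMSO and an equimolar ferric chloride plus clioquinol control.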
GLP1R cytotox – cytotoxicity counter-screen for GLP-1 receptor inverse agonists. AID 624418. actives 0.13% (n = 410,000). HEK293 cAMP-luciferase reporter cells, luminescence, 24 h. Potency, µM (titrated, usually from 38.3 µM), inactives show top-dose activity change, negative = inhibition, actives largely listed as inhibitors;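 note: loss of luciferase light is scored as toxicity; potency is the fitted concentration of half-maximal effect; % is set by controls: 0 for no effect and ±100 for the full control effect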
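MLSMR compounds, 24 hr on cells at 37 deg C/5% CO2; luminescence after luciferase reagent (12 min RT). Inhibition counted as the undesired cytotoxic outcome.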
GLP-1R inv ag – acts as inverse agonist at human GLP-1 receptor. Potency, µM (titrated, usually from 38.3 µM), inactives show top-dose activity change, negative = inhibition, actives largely listed as inhibitors. actives 1.6% (n = 410,000). P43220. HEK293 GLP-1R CRE-luciferase, luminescence, 24 h; GLP-1R form is constitutively active; note: potency is the fitted concentration of half-maximal effect; % is set by controls: 0 for no effect and ±100 for the full control effect; nearly all actives have a fitted effect of over 55% in size
Target sequence (P43220 whole entry, looked up): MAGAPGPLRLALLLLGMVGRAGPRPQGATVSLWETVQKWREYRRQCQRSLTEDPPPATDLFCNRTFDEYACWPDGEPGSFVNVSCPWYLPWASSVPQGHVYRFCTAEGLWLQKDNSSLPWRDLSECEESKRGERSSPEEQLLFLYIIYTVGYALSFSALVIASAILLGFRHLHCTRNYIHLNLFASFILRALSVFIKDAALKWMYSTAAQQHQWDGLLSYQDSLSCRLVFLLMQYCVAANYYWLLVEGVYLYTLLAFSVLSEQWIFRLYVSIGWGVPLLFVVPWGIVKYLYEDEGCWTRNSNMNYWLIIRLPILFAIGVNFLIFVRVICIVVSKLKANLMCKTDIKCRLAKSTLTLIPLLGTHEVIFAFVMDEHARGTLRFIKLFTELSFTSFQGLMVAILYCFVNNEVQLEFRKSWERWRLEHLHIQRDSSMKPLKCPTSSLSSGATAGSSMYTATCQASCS
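Seeding at 200 cells/uL, 12 h culture, 24 hr compound treatment, then luciferase reagent and a luminescence read; cells are HEK293 stably expressing a constitutively active GLP-1R plus cAMP-responsive luciferase.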
pAkt inh – Akt phosphorylation inhibition. Neuro2A IGF-stimulated pAkt S473 HTRF, 20 min; active compounds read low. activity change, % for hits at 50 µM. actives 0.32% (n = 360,000). AID 651550; in the data active = activity change below about -80%; inconclusive = mostly about -51% to -80%; note: % is set by controls: 0 for no effect and ±100 for the full control effect
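Single-point screen (50 µM final compound) in Neuro2A cells stimulated 20 min with 6 nM IGF at 37 deg C. After lysis, Ser473-phosphorylated Akt read by HTRF (ex 330 nm, em 615/665 nm) as the 665/615 ratio.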
TDP-43 yeast inh – rescues yeast growth from TDP-43 toxicity; actives 1.8% (n = 410,000); AID 652104; TDP-43 expressing yeast growth rescue, BacTiter-Glo, 24 h; Potency, µM (titrated, usually from 46.1 µM), without a hit: at the top dose growth rescue (activation), most hits filed as activators; note: potency is the fitted concentration of half-maximal effect; % of control where 0% means no effect; nearly all actives have a fitted effect of over 50% in size
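Yeast cells expressing TDP-43 under galactose induction are exposed to compounds for 24 hr at 30 deg C. BacTiter-Glo luminescence measures growth, so protective compounds score as activators.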
aSyn rescue – inhibitors of alpha-synuclein toxicity in yeast | Yeast expressing alpha-synuclein, growth rescue, BacTiter-Glo, 24 h | Potency, µM (top dose mostly 46.1 µM), inactives show at the highest dose growth rescue (activation), actives largely listed as activators | actives 0.14% (n = 370,000) | AID 652106; note: potency is the fitted concentration of half-maximal effect; % of control where 0% means no effect; nearly all actives have a fitted effect of over 65% in size
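Screening used galactose-induced yeast with toxic alpha-synuclein levels, exposed to compound for 24 hr at 30 deg C. Cell growth, read with BacTiter-Glo luminescence, gave the measured signal.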
* hit, by the source's call; i = inactive; ? = inconclusive; / = not tested or not shown; & = joins results of further samples; [ ] = another dose, or the depositor's remark. Unless noted, calls come from the whole dose curve; as a rule, active = well fitted curve in the direction sought with a large enough effect; inconclusive = small, poorly fitted or top-dose-only effect, or another doubt; inactive = no such curve, though single readings can be large; an effect the other way counts as inactive or inconclusive. Some of the compounds tested; rates above refer to the full screens.

SMILES | Mm-Cpn inhibitor | PTHR1 ag | FUS yeast rescue | Abeta yeast res | GLP1R cytotox | GLP-1R inv ag | pAkt inh | TDP-43 yeast inh | aSyn rescue
CCC(=O)N1CCC2(CC1)Oc1ccc(F)cc1C(=O)C21CC(c2cccnc2)=NO1 (stereo not given) | 2% | -9% | 25% | -2% | 6% | 33%[activator] | i | -22% | 5%
O=C(/C=C/c1cccc(F)c1)Nc1ccc(S(=O)(=O)N2CCOCC2)cc1 | -2% | -40%[inhibitor] | 9% | -8% | 9% | 1% | i | -8% | -1%
CCn1cc2c(c1-c1cccc(C)c1)c(=O)n(C)c(=O)n2C | 0% | i | -3% | 8% | 5% | 0% | ? | -13% | 1%
Cc1cc(C)c2c(=O)cc(C(=O)Nc3sc4c(c3C(=O)NCc3ccco3)CCCC4)oc2c1 | / | i | -43% | -23% | -2% | 4% | / | -3% | /
COCCCn1cc(CN2CC(N3CCN(CCN(C)C)CC3)CS2(=O)=O)nn1 (stereo not given) | / | i | -12% | -7% | 2% | 5% | i | 18% | -5%
CC(=O)c1ccc(N2CCN(S(=O)(=O)c3cccc4nonc34)CC2)cc1 | 0% | -23% | 1% | 19% | -11% | -8% | i | ? | ?
CN(Cc1ccccc1)c1nc(N)c([N+](=O)[O-])c(NCc2ccccc2)n1 | 0% | -16% | -4% | -2% | ? | ? | i | 22% | -3%
COc1cc(NC(=O)Cc2nn(C)c(=O)c3ccccc23)cc(OC)c1 | 2% | -39%[inhibitor] | -18% | 12%[9.22 µM] | -9% | 0% | i | 6% | -5%
Cc1ccc(S(=O)(=O)N(C)c2ccc(OC(=O)CN3C(=O)NC(C)(c4ccccc4)C3=O)cc2)cc1C (stereo not given) | / | -66%[inhibitor] | ? | 3% | -8% | ? | i | 0% | 10%
COc1ccccc1NC(=O)Cn1nnc(-c2ccccc2NC(=O)c2cc3ccccc3oc2=O)n1 | -3% | i | 25µM* | -9% | 2% | 27% | i | -9% | -4%
COc1ccc(CCNC(=O)C(=O)NCC(c2cccs2)S(=O)(=O)c2ccc(C)cc2)cc1 (stereo not given) | / | -44%[inhibitor] | 11% | -5% | -9% | 17% | / | 0% | /
COc1ccc(CN2CCNC(=O)C2CC(=O)NC2CCCC2)c(C)c1C (stereo not given) | 1% | -3% | 12% | 17% | -12% | ? | i | 23% | 7%
CCCCN1CC(COCc2ccccc2)Oc2cccc(OCCN3C(=O)[C@@H]4[C@H](C3=O)C3C=C[C@H]4C3)c2S1(=O)=O (stereo not given in full) | / | -20% | 38% | 2% | -20% | 10µM* | i | 16% | 4%
CCc1ccccc1Nc1nc(N)nc(CSc2nnc3ccccn23)n1 | 0% | i | 10% | 1% | -10% | 18% | i | / | 8%
O=C(NCc1ccccc1)C1CCCN(S(=O)(=O)c2cccc3nsnc23)C1 (stereo not given) | 1% | -3% | 6%&-9% | 2%&-9% | 2%&-4% | 0%&-3% | i | 14%&15% | 3%
O=C(CNCCO)N1CCc2ccccc21 | 0% | -21% | -26% | 7% | -2% | -4% | i | 22% | 1%
COc1ccccc1S(=O)(=O)Nc1ccc(-c2nnc3n2CCCCC3)cc1 | 0% | -12%[57.5 µM] | 4% | 2% | -1% | 12% | i | -3% | -2%
Cc1nn2c(C)c(C(=O)NC(C)(C)C)cnc2c1-c1ccc(F)cc1 | / | ? | -4% | -23% | -3% | -21% | / | 1% | /
O=C(Nc1ccc(OCC(F)(F)C(F)F)c(C(F)(F)F)c1)c1ccccc1 | / | -14%[57.5 µM] | -13% | 6% | -4% | ? | i | 3% | -5%
COc1ccc(CCNC(=O)CCc2cn(Cc3ccc(F)cc3)c3ccccc23)cc1OC | / | -46%[inhibitor] | 28% | 5% | 2% | ? | / | 6% | /

As entered above:
In GLP-1R inv ag, COc1ccc(CCNC(=O)C(=O)NCC(c2cccs2)S(=O)(=O)c2ccc(C)cc2)cc1 (stereo not given) reads 17%
In GLP1R cytotox, Cc1ccc(S(=O)(=O)N(C)c2ccc(OC(=O)CN3C(=O)NC(C)(c4ccccc4)C3=O)cc2)cc1C (stereo not given) reads -8%
In Abeta yeast res, O=C(NCc1ccccc1)C1CCCN(S(=O)(=O)c2cccc3nsnc23)C1 (stereo not given) reads 2%&-9%
In aSyn rescue, O=C(Nc1ccc(OCC(F)(F)C(F)F)c(C(F)(F)F)c1)c1ccccc1 reads -5%
In Mm-Cpn inhibitor, COc1cc(NC(=O)Cc2nn(C)c(=O)c3ccccc23)cc(OC)c1 reads 2%
In GLP-1R inv ag, Cc1cc(C)c2c(=O)cc(C(=O)Nc3sc4c(c3C(=O)NCc3ccco3)CCCC4)oc2c1 reads 4%

Later entries.
SMILES | Mm-Cpn inhibitor | PTHR1 ag | FUS yeast rescue | Abeta yeast res | GLP1R cytotox | GLP-1R inv ag | pAkt inh | TDP-43 yeast inh | aSyn rescue
CCOC(=O)C1=C(C)N(C)C(C)=C(C(=O)OCC)C1c1ccsc1 | 0% | -15% | -4% | -16% | 14% | ? | i | -7% | 11%
COc1ccccc1-n1c(=O)n(C)c2c(C(N)=O)nc(-c3cc(OC)c(OC)c(OC)c3)nc21 | / | 8% | 3% | -18% | 22% | 30%[activator] | / | 18% | 1%
CN1CCN(c2ccc(Cl)cc2NC(=O)c2ccc(S(=O)(=O)N3CCCCCC3)cc2)CC1 | 0% | i | 15% | 19% | -16% | ? | i | 2% | 13%
CN(C)S(=O)(=O)c1ccc(C(=O)OCC(=O)NCc2ccccc2)cc1 | 1% | -44% | 3% | -1% | 0% | -22% | i | 12%[9.22 µM] | 1%
Nc1ccc(C(=O)N(CCO)CCO)cc1 | -1% | -8% | -22% | -4% | 6% | 6% | i | -8% | 6%
COC(=O)C1=C(C)Nc2nnnn2C1c1ccco1 (stereo not given) | 0% | 1%[57.5 µM] | -5% | -7% | 8% | 4% | i | -23% | 0%
Cc1ccc2c(c1)N(C(=O)CCC(=O)O)CCO2 | -3% | -11% | 9% | 5% | -3%[1.53 µM] | 8% | i | -16% | 5%
CCOc1ccc(-c2cc(C(=O)NCC3CCCO3)c3ccccc3n2)cc1 (stereo not given) | -12% | -16% | / | 4% | -21% | ? | i | 0% | -8%
CC(C)(C)c1ccc(OCCC(=O)Nc2cccc(S(=O)(=O)N3CCCC3)c2)cc1 | 0% | -22% | ? | 26% | ? | ? | i | 0% | 5%
Fc1ccc(CN2CCc3nc(Nc4ccccc4)ncc3C2)cc1F | / | -85%[inhibitor] | -13% | 22% | -20% | ? | / | ? | /
COCCN(C(=O)CSc1nnc(-c2ccccc2F)o1)c1c(N)n(CC(C)C)c(=O)[nH]c1=O | 3% | -8% | 8% | 1% | 6% | 3% | i | -27% | -1%
O=C(O)C1CCCCC1C(=O)Nc1ccccc1F (stereo not given) | 2% | -29% | -7% | -19% | 0% | 10% | i | -10% | 4%
COC(=O)[C@]1(C)N[C@H](CN(C)C(=O)Nc2ccccc2)[C@@H]2C(=O)N(C)C(=O)[C@@H]21 | -1% | -2% | -28% | -7% | 14% | 16% | i | -3% | -8%
Cc1ccc(C)c(N2C(=O)CC(Cc3ccc(Br)cc3)C2=O)c1 (stereo not given) | -1% | -42%[inhibitor] | 33% | 4% | 14% | ? | i | ? | 5%
CCCn1c(C)c(C(=O)OCC)c(O)c(-c2ccccc2)c1=O | / | -15% | -2% | -19% | 3% | 50%[activator] | i | -7% | -17%
O=C(COC(=O)c1cc(S(=O)(=O)N2CCOCC2)ccc1F)Nc1ccccc1C(F)(F)F | / | i | -14% | 3% | -45% | -13% | i | 22% | 6%
O=C(CSc1nnc(CNc2ccc(F)cc2)n1Cc1ccccc1)NCc1ccccc1 | 1% | -10%[57.5 µM] | 5% | 19% | -21% | ? | i | 9% | 5%
Cc1ccc(S(=O)(=O)NC(=O)NCc2ccc(Cl)cc2)cc1 | -1% | i | 31% | -3% | 23% | 2% | i | -10% | -3%
CC1c2cc3c(cc2CCN1C(=O)c1cccc(F)c1)OCCCO3 (stereo not given) | -2% | -19% | 17% | -43%[inhibitor] | -19% | ? | i | ? | 18%
CCN(CC)CCOC(=O)c1ccc(NC(=O)c2nn(C)c3c2COc2ccccc2-3)cc1 | / | 2% | ? | -1% | -7% | 28% | / | 24% | /
N#Cc1ccc(OCC(=O)N/N=C(\CCC(=O)O)c2cccs2)cc1 | 3% | -22% | 19% | -2% | -1%[7.66 µM] | 7%[7.66 µM] | i | -12% | -3%
NC(=O)NC(=O)CSc1cccc(C(F)(F)F)c1 | -1% | i | -4% | 0% | 19% | 2% | i | 7% | -2%

Among those listed so far, these have a furan ring, fused or not:
SMILES | Mm-Cpn inhibitor | PTHR1 ag | FUS yeast rescue | Abeta yeast res | GLP1R cytotox | GLP-1R inv ag | pAkt inh | TDP-43 yeast inh | aSyn rescue
Cc1cc(C)c2c(=O)cc(C(=O)Nc3sc4c(c3C(=O)NCc3ccco3)CCCC4)oc2c1 | / | i | -43% | -23% | -2% | 4% | / | -3% | /
COC(=O)C1=C(C)Nc2nnnn2C1c1ccco1 (stereo not given) | 0% | 1%[57.5 µM] | -5% | -7% | 8% | 4% | i | -23% | 0%

FUS yeast rescue, entries above that show a hit
structure | Mm-Cpn inhibitor | PTHR1 ag | FUS yeast rescue | pAkt inh
COc1ccccc1NC(=O)Cn1nnc(-c2ccccc2NC(=O)c2cc3ccccc3oc2=O)n1 | -3% | i | 25µM* | i
